Compound activity as filed in PubChem.
TAG inh – inhibitors of triacylglycerol accumulation; H9c2 cells, Nile Red lipid (TAG) fluorescence; cells loaded with 200 µM oleic acid; 0.66% of 230,000 active; inhibition, % at 12.5 µM; AID 651582;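 active = pattern-corrected inhibition of lipid staining of at least 50% with the nuclear-stain viability signal not falling by more than 50%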;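 note: 0% = DMSO wells and 100% = triacsin C control wells; some results filed as inactive read as strong as hits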
TAG inh DAPI viability – recorded beside TAG inh, whose call it bears; DAPI nuclei signal change (viability), lower = more cytotoxic, %;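 whole-well DAPI fluorescence read on a plate reader as a viability signal; minus 50 percent equals half of cells still viable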
* marks the source's active call; other numbers are inactive results.

Below each SMILES – TAG inh | TAG inh DAPI viability
> NC(=O)c1c(NC(=O)Cc2ccccc2)sc2c1CCN(Cc1ccccc1)C2
  -2 | 13
> CCN(C(=O)COC(=O)c1ccc2[nH]c(C)c(C)c2c1)c1c(N)n(Cc2ccccc2)c(=O)[nH]c1=O
  7 | 7
> CCc1nc2ccc(C(=O)N3CCN(C(=O)c4ccco4)CC3)cn2c1N(C=O)Cc1ccc(OC)cc1
  4 | -2
> CCOc1ccc(C(F)(F)F)cc1NC(C)=O
  -2 | 0
> CC(Oc1ccccc1)C(=O)NN1Cc2ccccc2C1=N (stereo not given)
  -6 | -8
> C[n+]1c(-c2ccccc2)cc2c(=Cc3ccccc3)c3ccccc3n21
  0 | -7
> COc1cc(C)ccc1OCCCOc1ccccc1Br
  -32 | 8
> CC1Cc2ccccc2N1C(=O)CSc1nc2cc3c(cc2cc1C#N)OCO3 (stereo not given)
  40 | -6
> COc1cccc(C(=O)N2CCN(Cc3ccccn3)CC2)c1OC
  -7 | 2
> C=C1C(=O)O[C@@H]2[C@H]3O[C@]3(C)CC/C=C(\C)CC[C@@H]12
  8 | -6
> Cc1ccc(C(=O)OCC(=O)Nc2ccc(N3CCOCC3)cc2)cc1
  -3 | 3
> COc1ccc(CCNC(=O)CSC2=Nc3ccccc3C3=NC(C(C)C)C(=O)N23)cc1OC (stereo not given)
  -18 | -1
> Cc1[nH]c2ccccc2c1C(=O)C(=O)N1CCN(C)CC1
  -7 | 12
> CC(=O)N1N=C(c2cccc(NS(C)(=O)=O)c2)CC1c1ccc2c(c1)OCO2 (stereo not given)
  -6 | -7
> O=C(O)CNS(=O)(=O)c1c(Cl)cccc1Cl
  6 | 4
> CC(=O)c1cc(F)c(N2CCN(C(=O)COc3ccc(F)cc3)CC2)cc1C
  -8 | -14
> Cn1c(=O)[nH]c(=O)c2c1nc(N1CCCCC1)n2CC(O)CN1CCCCC1 (stereo not given)
  -3 | 5
> CCc1cc(C(=O)NC2CCCc3c2cnn3-c2ccc(F)cc2F)no1 (stereo not given)
  -31 | 6
> Cc1ccc(C)n1NC(=O)c1ccccc1
  2 | -10
> COc1ccc(C)cc1NC(=O)C(c1ccccc1)N1CCN(CC(=O)N2CCOCC2)CC1 (stereo not given)
  -8 | -3
> COC(=O)c1ccc(S(=O)(=O)NCc2ccccc2)n1C
  -4 | -6
> CCN1C(=O)C2C(c3cccc(F)c3)NC(C)(C(=O)OC)C2C1=O (stereo not given)
  -16 | -9
> O=c1c2ccccc2nc(/C=C/c2ccc3c(c2)OCO3)n1CCCO
  2 | -12
> N=C1C(c2ccccc2)=C(O)CN1c1cccc(S(=O)(=O)N2CCCCC2)c1
  -5 | 3
> O=C1C2C3C=CC(C4CC34)C2C(=O)N1/N=C/c1ccc([N+](=O)[O-])o1 (stereo not given)
  41 | -24
> Cc1ccc2nc(-c3ccc(NS(=O)(=O)c4c(C)n(C)c(=O)n(C)c4=O)cc3)sc2c1
  8 | 14
> CCOc1ccc(NC(=S)NS(=O)(=O)c2cc(Br)ccc2OCC)cc1
  -14 | 0
> COc1ccc(Cl)cc1CN1CCN(c2nc(C)cc(C)c2C#N)CC1
  -9 | 0
> CC(C)c1nnc(NC(=O)CCC(=O)Nc2ccccc2)s1
  -1 | -2
> C=CCn1c(SCC(=O)Nc2ccc(F)cc2)nc2ccccc2c1=O
  2 | 5
> CC(=O)c1cc(C#N)c(N2CC(C)OC(C)C2)nc1C (stereo not given)
  2 | 3
> CCCc1c(O)nc(SCc2ccccc2)[nH]c1=O
  -1 | -2
> CC(c1ccccc1)N1C(=O)/C(=C/c2ccncc2)SC1=S (stereo not given)
  -1 | -2
> COc1ccc(CCNC(=S)NC(=O)c2cccc(Cl)c2)cc1OC
  -7 | -2
> O=C(Nc1cccc2ccccc12)NC1CCCCC1
  -3 | -3
> COC(=O)c1cc(Cl)c(NC(=O)Cc2ccccc2)cc1OC
  -19 | -6
> Cc1noc(C)c1COc1ccc(C(=O)N2CCN(S(=O)(=O)c3ccccc3)CC2)cc1
  -10 | 1
> COc1ccc(C(=O)OCC(=O)NC2CCCCCC2)c(OC)c1
  2 | 2
> CN1CCN(CCCNc2nc3ccccc3c3nc(-c4ccccc4)nn23)CC1
  18 | 24
> CCN(CC)c1ncnc2c1ncn2Cc1c(Cl)cccc1Cl
  1 | -15
> Cc1cccc(NS(=O)(=O)c2ccc(Cl)cc2)n1
  -4 | -2
> O=C(NC1CC1)c1ccc2nc([C@H]3C[C@H](O)[C@@H](CO)O3)[nH]c2c1
  12 | 1
> Cc1ccc(C2CC(c3cccc(C)c3)n3nc(N)nc3N2)cc1 (stereo not given)
  -9 | 9
> Cc1nc(SCC(=O)N2CCOCC2)c2c3c(sc2n1)CCC3
  0 | -10
> CC(C)(C)C(=O)Nc1cccc(S(=O)(=O)NC2=NCCC2)c1
  -7 | 6
> CC1CCc2sc(C(=O)NNC(=O)c3ccncc3)cc2C1 (stereo not given)
  -5 | -1
> O=C(CCc1c[nH]c2ccccc12)NCC1CCCO1 (stereo not given)
  -2 | 0
> N#CCCN(CCCN1CCOCC1)CN1C(=O)c2ccccc2C1=O
  -5 | 4
> CCOC(=O)c1c(-c2ccco2)csc1NC(=O)COC(=O)c1cnc(C)cn1
  6 | -8
> Cc1cc(C(=O)NNS(=O)(=O)c2cc(C(=O)O)ccc2Cl)c(C)n1-c1ccccc1
  6 | -5
> Cc1cc(C)n(CC(O)Cn2c(C)c(C)c3ccccc32)n1 (stereo not given)
  -2 | -9
> COc1ccc(CCNC(=O)C2CC3Cn4c(nc5cc(C)c(C)cc54)C3N2C)cc1 (stereo not given)
  4 | -1
> CC1(C)C(=O)Nc2ccccc2N1C(=O)COC(=O)c1cc(Cl)cc(Cl)c1
  -5 | 3
> CCN(CC(=O)NCc1ccc(Cl)cc1)C(=O)Cc1ccccc1[N+](=O)[O-]
  -2 | 2
> O=C(O)C1Cc2ccccc2CN1S(=O)(=O)c1ccc(Cl)cc1 (stereo not given)
  -14 | -11
> CCSc1nc2ccccc2n1C(=O)/C=C/c1ccc(OC)c(OC)c1
  48 | -31
> O=C(O)c1cc(O)c2c(c1)C(=O)c1cccc(O)c1C2=O
  3 | -6
> Cc1cccn2c(=O)c3cc(C(=O)NC4CCCC4)sc3nc12
  4 | 18
> COc1ccc(CC(=O)Nc2ccc(/C(C)=N/NC(=O)c3ccc(OC)cc3OC)cc2)cc1
  -2 | 5
> CCCCCC(=O)Oc1cccc(N2C(=O)C3CCCCC3C2=O)c1 (stereo not given)
  -16 | 13

(listing goes on)
Below each SMILES – TAG inh | TAG inh DAPI viability
> CCOP(=O)(c1ccc(N(C)C)cc1)C(O)c1cccnc1 (stereo not given)
  -4 | -3
> O=C(O)CCCCCNC(=O)c1cccc(Br)c1
  -1 | -2
> O=C1C=C(N2CCN(C(=O)c3ccccc3)CC2)C2(CCCCC2)O1
  -29 | 6
> O=S(=O)(Nc1ccc(N2CCOCC2)cc1)c1ccccc1
  -3 | 4
> CCC(=O)NCCN1CCN(C(=O)CC)CC1
  -8 | 5
> C/C(=N\NC(N)=O)c1ccccc1
  -12 | 8
> COc1cc(/C=C/C(=O)OCC(=O)N2CC(C)OC(C)C2)ccc1OCC#N (stereo not given)
  -3 | 3
> CC1(C(=O)NS(=O)(=O)c2ccc(Cl)cc2)CCN1C(=O)C/C=C/c1ccccc1 (stereo not given)
  11 | 10
> COc1cccc(C2/C(=C(\O)c3ccc(OC)c(OC)c3)C(=O)C(=O)N2c2cc(C)on2)c1 (stereo not given)
  -9 | 16
> C=CCNc1nc(NCCO)nc(N2CCCC2)n1
  10 | 5
> Cc1ccnc2nc(C(=O)NCc3cccs3)nn12
  15 | -9
> CSc1nsc(SCC(=O)Nc2ccc3c(c2)OCCO3)n1
  18 | 6
> C/C(=N/NC(=O)CN1CCN(S(=O)(=O)c2ccc(Br)cc2)CC1)c1ccncc1
  -1 | 11
> O=C(O)CCCN1C(=O)C2C3CC(C2C1=O)C1C(c2ccccc2)c2sc(=O)[nH]c2SC31 (stereo not given)
  2 | -4
> O=C(O)CCSCC(=O)c1ccc2c(c1)OCCO2
  22 | -10
> O=C(CCc1ccccc1)Nc1nnc(-c2cccs2)o1
  8 | 7
> CCOc1ccc(N2C(=O)CC(N(O)c3ccccc3)C2=O)cc1 (stereo not given)
  11 | 3
> COC1CCCN(C(=O)c2ccc(OC3CCN(CCc4ccccc4)CC3)cc2)C1 (stereo not given)
  -3 | -3
> CC1(C(=O)NS(=O)(=O)c2cccc(Cl)c2)CCN1C(=O)C1CC1 (stereo not given)
  16 | 1
> O=C(O)CCNC(=S)Nc1cccc(F)c1
  3 | 1
> COCCNC(C(=O)Nc1cc(Cl)cc(Cl)c1)c1ccccc1 (stereo not given)
  8 | -12
> CC(Sc1nnc(-c2cccs2)n1N)C(=O)NCC1CCCO1 (stereo not given)
  0 | -4
> CC(C)c1ccc(NC(=O)NC2CC3CCC(C2)N3Cc2cccs2)cc1 (stereo not given)
  -4 | 28
> CC(NCC1(N2CCOCC2)CCCCC1)C(=O)N1CCc2ccccc21 (stereo not given)
  15 | -2
> CC(=O)C1C(c2ccco2)c2c(noc2C)CC1(C)O (stereo not given)
  -7 | 8
> CCO/C(C)=C1\C(=O)N(CC)c2ccccc21
  -4 | 0
> CC(C)c1ccc(NC2(C#N)C(=O)Nc3ccccc32)cc1 (stereo not given)
  -3 | -5
> CCOc1ccccc1CN1CCN(Cc2cc(=O)c3ccccc3[nH]2)CC1CCO (stereo not given)
  18 | -12
> Cc1nn2cc(-c3cccc(Cl)c3)cnc2c1Cl
  20 | -16
> COc1ccccc1NC(=O)c1ccccc1NS(=O)(=O)c1cccs1
  8 | -9
> Cc1onc(-c2c(F)cccc2Cl)c1C(=O)Nc1cc(S(=O)(=O)N2CCCCC2)ccc1O
  -2 | 9
> Cc1cc(CNC(=O)c2ccc(C)c([N+](=O)[O-])c2)c2ccccc2n1
  -8 | -7
> Cc1cccc(NC(=O)CC2SC(=NC3CCCCC3)NC2=O)c1 (stereo not given)
  -3 | 8
> CC1CCCN(S(=O)(=O)c2ccc(C(=O)Nc3nnc(-c4ccncc4)o3)cc2)C1 (stereo not given)
  3 | -13
> O=C(N[C@H](C(=O)O)c1ccccc1)C1CCC(Cn2cnc3ccccc3c2=O)CC1 (stereo not given in full)
  3 | 1
> O=C(Nc1nnc(CCc2ccccc2)s1)C1CCCO1 (stereo not given)
  1 | -4
> Cc1nn(Cc2ccc(Cl)c(Cl)c2)c(C)c1NC(=O)c1cc(CC(C)C)on1
  -18 | 0
> O=c1c(O)c(-c2cccs2)oc2ccccc12
  -8 | 11
> C=CCN1CCN(C(=O)c2oc3ccccc3c2C)CC1
  1 | -7
> COC(=O)c1ccc(-n2c(C)cc(C(=O)CSc3ccc(NC(C)=O)cc3)c2C)cc1
  7 | -1
> CCC(CC)CN1C(Nc2ccccc2)=NC[C@@H]1C
  1 | 6
> CCCCCCc1nc2nc(Cl)c(Cl)nc2[nH]1
  -16 | -6
> Cn1cccc1C(=O)NCCc1ccc(Cl)cc1
  -3 | -6
> CCCCNC(=O)CSc1nc2ccc(Nc3nc(N4CCOCC4)nc(N4CCOCC4)n3)cc2s1
  57* | -5.0*
> CCN(CC)CCN1C(=O)c2oc3ccccc3c(=O)c2C1c1ccc(C)cc1 (stereo not given)
  6 | 0
> CSc1ncccc1C(=O)N1CCCC(Nc2ccc(C)c(C)c2)C1 (stereo not given)
  6 | 3
> CCOC(=O)C1CCCN(C(=O)Nc2c(-c3ccccc3)noc2C)C1 (stereo not given)
  1 | -1
> CCOC(=O)C1CCN(C(=O)c2cc(OCC)c(OCC)c(OCC)c2)CC1
  0 | 4
> N#CCCN(C(=O)COC(=O)C1CCN(S(=O)(=O)c2ccc3c(c2)OCCO3)CC1)c1ccccc1
  -8 | -3
> CCOc1ccccc1N(CC(=O)NC1CCCC1)C(=O)CCCC(=O)Nc1ccccn1
  -11 | -1

A run of entries of the results above:
Below each SMILES – TAG inh | TAG inh DAPI viability
> C/C(=N\NC(N)=O)c1ccccc1
  -12 | 8
> COc1cc(/C=C/C(=O)OCC(=O)N2CC(C)OC(C)C2)ccc1OCC#N (stereo not given)
  -3 | 3
> CC1(C(=O)NS(=O)(=O)c2ccc(Cl)cc2)CCN1C(=O)C/C=C/c1ccccc1 (stereo not given)
  11 | 10
> COc1cccc(C2/C(=C(\O)c3ccc(OC)c(OC)c3)C(=O)C(=O)N2c2cc(C)on2)c1 (stereo not given)
  -9 | 16
> C=CCNc1nc(NCCO)nc(N2CCCC2)n1
  10 | 5
> Cc1ccnc2nc(C(=O)NCc3cccs3)nn12
  15 | -9
> CSc1nsc(SCC(=O)Nc2ccc3c(c2)OCCO3)n1
  18 | 6
> C/C(=N/NC(=O)CN1CCN(S(=O)(=O)c2ccc(Br)cc2)CC1)c1ccncc1
  -1 | 11
> O=C(O)CCCN1C(=O)C2C3CC(C2C1=O)C1C(c2ccccc2)c2sc(=O)[nH]c2SC31 (stereo not given)
  2 | -4
> O=C(O)CCSCC(=O)c1ccc2c(c1)OCCO2
  22 | -10
> O=C(CCc1ccccc1)Nc1nnc(-c2cccs2)o1
  8 | 7
> CCOc1ccc(N2C(=O)CC(N(O)c3ccccc3)C2=O)cc1 (stereo not given)
  11 | 3
> COC1CCCN(C(=O)c2ccc(OC3CCN(CCc4ccccc4)CC3)cc2)C1 (stereo not given)
  -3 | -3
> CC1(C(=O)NS(=O)(=O)c2cccc(Cl)c2)CCN1C(=O)C1CC1 (stereo not given)
  16 | 1
> O=C(O)CCNC(=S)Nc1cccc(F)c1
  3 | 1
> COCCNC(C(=O)Nc1cc(Cl)cc(Cl)c1)c1ccccc1 (stereo not given)
  8 | -12
> CC(Sc1nnc(-c2cccs2)n1N)C(=O)NCC1CCCO1 (stereo not given)
  0 | -4
> CC(C)c1ccc(NC(=O)NC2CC3CCC(C2)N3Cc2cccs2)cc1 (stereo not given)
  -4 | 28

Only part of the results is shown; the hit share may differ from the screen's.
